esBAF inh – SWI/SNF esBAF complex inhibition; reporter increase, % at 12.5 µM; AID 602393; actives 2% (n = 350,000); mouse ES cells, Bmi1-luciferase knock-in reporter, 24 h; 100% = twice the neutral-well signal; in the data active means activation above about 40%; inconclusive means no clear call, values can overlap the other calls;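 further: 0% = median of the plate's neutral control wells and 100% = double that signal; a rise in the Bmi1 reporter signal indicates esBAF inhibition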
RAD54 branch – inhibitors of human RAD54 branch migration. actives 0.14% (n = 360,000). inhibition, % at 10.4 µM. Q92698. RAD54 Holliday junction branch migration, FAM/BHQ fluorescence;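 active means mean normalized replicate activity at least 40 and at least half of replicates scoring 40 or more; inconclusive means only one of the two criteria met; inactive means mean below 40 and under half of replicates reaching 40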;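 further: 0% = median of neutral control wells and 100% = median of positive control wells; inhibitors cause a drop in the FAM fluorescence signal; in these data hits start at about 50%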
INS-1E GSIS act – GLuc luminescence reporter in INS-1E cells, primary screen for activators of glucose-dependent secretion of insulin; AID 743287; INS-1E GLuc reporter insulin secretion, 2-3 h; activation, % at 16.6 µM; actives 0.61% (n = 370,000);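 active means lowest replicate activation of at least 40%, so every replicate reaches that level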;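 further: 0% = median of neutral control wells and 100% = median of IBMX positive control wells; some compounds called inactive have numbers as strong as hits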
ERAP1 inh – ERAP1 (human) enzyme inhibition. recombinant ERAP1, Leu-AMC fluorescence, 60 min. inhibition, % at 10.7 µM. actives 0.15% (n = 340,000). AID 652197;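 active means mean replicate inhibition of at least 30%, or all replicates individually reaching that 30% level; inactive means mean below 30% and not every replicate reaching it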;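 further: 0% = neutral control wells and 100% = L-leucinethiol positive control wells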
ARNT TACC3 PPI – ARNT/TACC3 interaction disruption; Q9Y6A5; AlphaScreen His-ARNT PAS-B/GST-TACC3 binding, luminescence; TACC3 fragment carries E629A point mutation; inhibition, % at 9.99 µM; actives 0.66% (n = 390,000); AID 623870;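 active means mean inhibition of replicates at least 50% and at least half of replicates each reaching 50%; inconclusive means half or more replicates reach 50% but mean below 50%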;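 further: 0% = complete ARNT plus TACC3 wells and 100% = ARNT alone without TACC3; many hits fall short of the cut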
RAD52 anneal inh – RAD52 (human) annealing inhibition; actives 0.46% (n = 360,000); recombinant RAD52 DNA annealing, FRET fluorescence; P43351; inhibition, % at 18.7 µM;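 active means every replicate showing at least 50% inhibition; inconclusive means mean inhibition at least 50% but not in every replicate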
Target sequence (P43351 whole entry, looked up): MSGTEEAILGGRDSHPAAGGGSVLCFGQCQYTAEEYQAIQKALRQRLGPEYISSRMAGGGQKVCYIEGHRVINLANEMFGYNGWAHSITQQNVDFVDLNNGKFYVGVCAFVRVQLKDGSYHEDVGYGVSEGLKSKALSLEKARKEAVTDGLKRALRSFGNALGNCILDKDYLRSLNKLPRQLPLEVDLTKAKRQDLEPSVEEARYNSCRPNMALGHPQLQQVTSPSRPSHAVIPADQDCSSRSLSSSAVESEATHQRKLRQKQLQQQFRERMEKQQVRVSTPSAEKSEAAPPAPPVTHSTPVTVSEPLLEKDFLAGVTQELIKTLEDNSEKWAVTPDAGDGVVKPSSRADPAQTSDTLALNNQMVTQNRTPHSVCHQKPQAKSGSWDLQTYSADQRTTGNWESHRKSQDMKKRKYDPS
XiGFP reactiv – reactivates the inactive X chromosome in mouse fibroblasts; XiGFP mouse fibroblasts, % GFP-positive cells imaging, 3 d; cells co-treated with 5-aza-dC sensitizer; scaled so ellipticine positive control = 100%; actives 0.055% (n = 360,000); activation, % at 7.58 µM; AID 743238;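 active means mean normalized replicate activation at least 10% and every replicate at or above 10%; inconclusive means only one of the two criteria met; inactive means mean below 10% and not all replicates reach 10%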;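 further: 0% = median of on-plate neutral control wells and 100% = ellipticine 6 µM median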
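Material: XiGFP fibroblasts, SV40-immortalized. Buffer or medium: DMEM plus 5-aza-dC sensitizer. Compound: single concentration per compound, delivered by pin transfer. Times: 3 days compound exposure. Controls: ellipticine 6 µM.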
CFTR F508del cor – correctors of CFTR F508del function in bronchial epithelial cells. CFBE cells, YFP halide quenching; stimulated with forskolin plus potentiator P3; % fluorescence drop versus neutral controls. AID 720511. activity (quench increase), % at 7.58 µM. actives 0.36% (n = 350,000);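 active means mean added fluorescence quench of at least 8% versus neutral control, with both replicates also reaching 8%; inconclusive means only one of the mean or replicate conditions met; inactive means mean below 8% and not both replicates reaching 8%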;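 further: cells transiently co-express mutant CFTR-F508del with the halide-sensitive YFP; corrector assay measuring rescue of mutant channel to the surface after 24 h compound exposure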
* = called active by the depositor; ? = inconclusive; . = no result given.

SMILES	esBAF inh	RAD54 branch	INS-1E GSIS act	ERAP1 inh	ARNT TACC3 PPI	RAD52 anneal inh	XiGFP reactiv	CFTR F508del cor
CN1c2ccc(-c3cccc(F)c3)cc2[C@H]2[C@H](CCN2C(=O)C2CCOCC2)[C@H]1CO	3	3	6	5	-6	11	0.3	2.2
C/C=C/c1ccc(OCC(=O)Nc2cc(S(=O)(=O)N3CCOCC3)ccc2N2CCCC2)c(OC)c1	6	-1	1	0	.	-27	-0.1	-1.7
O=[N+]([O-])c1ccc(/C=N/Nc2ncc(-c3ccccc3)cn2)cc1	.	.	8	2	-7	-16	0.2	-1.2
COc1cccc(CNC(=O)[C@H]2[C@H](CO)[C@H]3Cn4c(ccc(-c5ccncc5)c4=O)[C@@H]2N3C(C)=O)c1	3	6	1	-3	2	6	0.1	-1.2
OCCCn1c(CCCNc2nc(-c3cccc(Br)c3)cs2)nc2cc(Cl)c(N3CCCCC3)cc21	-8	-3	.	2	-1	-30	0.0	4.3
Cc1cc(C(=O)NNC(=S)Nc2ccccc2C)cs1	?	2	2	.	15	.	0.0	.
COc1ccc(C(c2nnnn2C(C)(C)C)N2CCN(c3nc4ccccc4s3)CC2)cc1OC (stereo not given)	-5	-6	-1	.	1	.	.	.
COc1ccc(S(=O)(=O)N(C)C[C@H]2Oc3c(NC(=O)Cc4ccccc4)cccc3C(=O)N([C@H](C)CO)C[C@@H]2C)cc1	2	12	-9	-2	3	-10	0.2	2.4
Cc1cccc(-n2c(C)cc(C=C(C#N)C#N)c2C)c1	.	-17	13	.	-6	.	-0.2	.
O=C(NCC[C@@H]1CC[C@H](NC(=O)c2ccncc2)[C@@H](CO)O1)Nc1ccc(Cl)cc1	-1	0	0	4	-7	7	0.8	-1.3
Cc1cc2nc(CCN(C(=S)NCC3CCCO3)C3CCCC3)[nH]c2cc1C (stereo not given)	.	.	-25	-2	1	1	0.0	-0.3
COc1ccc(NC(=O)CN2CCC(NC(=O)c3ccc(OC)cc3)CC2)cc1	4	-2	6	-4	0	-8	0.0	-1.3
O=C(c1ccccn1)N1CC2(C1)[C@H](c1ccccc1)[C@H](CO)N2C(=O)C1CC1	.	.	-4	-3	.	8	0.0	2.1
O=C(CNCC1CCCCC1)Nc1cccc(S(=O)(=O)N2CCOCC2)c1	.	.	.	1	-8	-6	0.0	-0.2
Cc1ccc(C(=O)CSc2nnc3c4ccccc4nc(C(C)(C)C)n23)cc1	.	.	11	0	.	-14	0.1	.
COc1ccc(Oc2cccc(Cl)c2CNC(=O)CC(C)(C)CC(=O)O)cc1	9	.	5	-3	-2	-1	0.0	.
O=C(Nc1ccc2c(c1)[C@H]1C[C@H](CC(=O)N3CCc4ccccc4C3)O[C@@H](CO)[C@H]1O2)C1CCC1	6	9	-6	-1	-5	5	0.2	-1.9
c1ccc(CNc2cncnc2)cc1	-4	0	-8	0	2	8	0.5	-0.3
O=C(COc1ccc(Cl)cc1)NCc1nnc(SCC(=O)Nc2ccccc2F)o1	.	.	1	0	.	-18	0.0	1.7
CCN(CC)C(=O)c1[nH]cnc1C(=O)Nc1ccc(C)cc1	4	3	26	-1	-5	1	-0.2	1.5
C=CCSc1nnc(-c2c[nH]c3ccccc23)n1CCOC	2	-2	23	6	-23	-1	.	-0.5
CC1CC(=O)Nc2ccccc2N1S(=O)(=O)c1cccc(Cl)c1 (stereo not given)	.	1	20	5	-7	-17	0.0	.
Cc1ccc(S(=O)(=O)N2C[C@@H](O)COC[C@H]3O[C@@H](CC(=O)NCc4ccc(Cl)c(Cl)c4)CC[C@@H]32)cc1	2	0	-20	2	21	-28	0.1	1.0
CC1C(c2ccccc2)N(C)C(c2ccccc2)C(C)C1(O)C#Cc1ccccc1 (stereo not given)	.	-2	-17	2	-25	-30	0.0	0.4
COc1ccc(CCCN2CCC(CN3C(=S)NC[C@@H]3Cc3ccccc3)CC2)cc1OC	-4	5	-15	.	19	-73	0.0	0.2
CCCOc1cccc(C2/C(=C(/O)c3ccccc3)C(=O)C(=O)N2CCN(C)C)c1 (stereo not given)	-7	5	10	.	-1	.	.	.
O=C(CN1CCCN(Cc2ccc(F)cc2Cl)C1=O)NC1CCCCCCC1	4	1	-22	.	-3	.	.	.
COc1ccc(CNC(=O)OC2CC3CC2[C@H]2CCCCN2C3=O)cc1 (stereo not given in full)	.	.	9	.	.	-15	0.0	-2.2
CN(C)c1ccc(CNCCC(Cc2ccccc2)c2ccco2)cc1 (stereo not given)	1	7	-12	.	20	-16	-0.2	-1.6
COc1ccc(NC(=O)c2cncc(Br)c2)cc1S(=O)(=O)N1CCCCC1	5	2	5	.	-2	.	0.1	.
CN(C)C(=O)[C@H]1[C@H](CO)[C@H]2Cn3c(ccc(-c4ccncc4)c3=O)[C@H]2N1Cc1ccccc1F	1	8	11	-1	3	-13	0.0	-0.2
CCN(CC)c1ccc(N=CN2CCOCC2)cc1	-1	11	1	-4	15	5	0.0	-0.4
Cc1cc(C)cc(-n2ncc3c2CCCC3NC(=O)c2cc(C)n(C)n2)c1 (stereo not given)	6	-20	-13	-3	-3	-2	0.0	2.8
CCC(=O)Nc1ccc2c(c1)ncn2CCc1ccccc1	23	2	-6	3	-3	4	0.3	-3.1
CC(NC(=O)CN1CCc2ccccc21)c1ccccc1 (stereo not given)	3	-2	-1	.	-5	.	0.0	.
Nc1cc([N+](=O)[O-])ccc1O	.	.	-4	6	8	-12	0.0	.
COc1ccc(NC(=O)N[C@@H]2CC[C@H](CCNS(=O)(=O)c3ccccc3F)O[C@@H]2CO)cc1	0	-5	-3	0	-1	-7	0.3	0.7
COc1ccc([C@H]2/C=C\CN(C(=O)C3CCCC3)[C@@H](C)C(=O)N2Cc2ccc(F)cc2)cc1	-9	-1	-18	7	-3	-19	0.0	2.7
C[C@@H]1CCCCO[C@@H](CN(C)C(=O)NC2CCCCC2)[C@@H](C)CN([C@@H](C)CO)C(=O)c2cc(NC(=O)c3ccccc3)ccc2O1	.	.	-30	2	.	-2	0.2	-0.5
Cc1ccc2[nH]c3c(=O)n(Cc4ccco4)cnc3c2c1	0	-6	21	.	-2	-20	.	-4.9
c1ccc(NN(Cc2ccncc2)c2ccccc2)cc1	1	14	0	-1	.	-17	0.3	-3.1
O=C(NN=C1CCCC1)c1ccc([N+](=O)[O-])cc1	.	.	-11	-1	-11	-5	-0.1	-2.0
O=C(NCCc1cscn1)C1CCC(=O)N(Cc2ccc(Cl)cc2)C1 (stereo not given)	4	10	27	2	-2	-9	0.1	-0.2
CC(=O)Nc1nnc(S(N)(=O)=O)s1	4	-6	.	1	-5	-5	-0.1	-1.4
C[C@H]1CN([C@@H](C)CO)C(=O)c2cc(-c3cccc(F)c3)cnc2O[C@H]1CN(C)C	-1	6	6	1	-7	15	-0.5	2.4
C=CCOc1ccc(C(=O)Nc2ccc3c(c2)n(C)c(=O)n3C)cc1	5	2	10	0	-3	-8	0.0	1.7
O=C(CSc1nn(-c2ccc(F)cc2)c(=S)s1)NCC1CCCO1 (stereo not given)	.	.	-5	-1	2	-62	0.1	0.4
Cn1cnc(S(=O)(=O)N2C[C@@H](O)COC[C@@H]3O[C@@H](CC(=O)NCc4ccc(F)cc4)CC[C@H]32)c1	-6	1	9	-2	1	2	0.1	-0.6
C[C@H]1CCCCO[C@H](CN(C)Cc2ccc3c(c2)OCO3)[C@@H](C)CN([C@@H](C)CO)C(=O)c2cc(NC(=O)Cc3ccccc3)ccc2O1	-2	7	-23	.	-2	.	0.0	0.2
O=S(=O)(Nc1ccc(Cl)cc1)c1cccc2cccnc12	-4	5	-24	0	38*	-9	0.1	-0.8

The listing continues:
SMILES	esBAF inh	RAD54 branch	INS-1E GSIS act	ERAP1 inh	ARNT TACC3 PPI	RAD52 anneal inh	XiGFP reactiv	CFTR F508del cor
CCCCn1nnnc1C(c1ccccc1)N1CCN(c2ccc(OC)cc2)CC1 (stereo not given)	.	.	-5	-7	.	-4	0.0	2.1
COc1cc(CNc2ncnc3c2ncn3[C@H]2CN(Cc3cc(OC)c(OC)c(OC)c3)C[C@@H](CO)O2)cc(OC)c1OC	-2	-9	.	-4	.	0	0.0	-1.8
O=C(Nc1cccc(F)c1)Nc1ccc(Cl)cn1	32	4	2	-3	-1	2	0.4	2.9
CCCC(=O)Nc1ccc2c(c1)OC[C@H](C)N(Cc1ccccn1)C[C@H](C)[C@@H](OC)CN(C)C2=O	.	.	13	2	.	11	0.1	0.0
CCC(CC)NC(=O)Nc1ccc(F)cc1F	.	.	2	-4	-6	-9	0.1	2.5
C[C@H]1CN([C@@H](C)CO)S(=O)(=O)c2ccc(Br)cc2O[C@H]1CN(C)S(=O)(=O)c1ccc(F)cc1	-4	11	-30	0	-7	13	-0.5	.
C[C@@H]1CN([C@H](C)CO)C(=O)Cc2cc(NC(=O)C3CC3)ccc2O[C@@H]1CN(C)C	-1	3	3	-2	-4	-2	0.0	0.2
CCCc1cc(=O)[nH]c(=S)[nH]1	1	3	16	-1	-2	-1	-0.2	-0.5
CCOC(=O)c1ccc(NC(=O)COc2ccc(CNC3CCCCC3)cc2OC)cc1	.	.	-17	-4	2	-9	0.3	2.9
C[C@@H]1C(c2ccccc2)=NN(c2ccc(Br)cc2)[C@H]1C(=O)N1CCOC1=O	-7	3	-18	.	-14	-17	-0.1	1.8
Cc1cc(NC(=O)CCCn2nc([N+](=O)[O-])cc2C)no1	-1	10	32	.	-3	-4	-0.1	0.2
COc1cc2c(cc1OC)C(NC(=O)C(F)(F)F)CNC2=O (stereo not given)	.	.	6	-1	.	4	0.2	-1.0
COc1ccccc1OCCCCCCN1CCN(C)CC1	.	.	7	.	14	-1	0.2	1.7
COc1ccc(S(=O)(=O)N(C)C[C@@H]2Oc3ccc(NS(=O)(=O)c4ccc(Cl)cc4)cc3CC(=O)N([C@H](C)CO)C[C@H]2C)cc1	9	-3	10	.	7	.	-0.6	-3.0
CN(C(=O)c1ccc(NC(=O)Cc2cccc(NC(=O)C3CCCN(S(=O)(=O)c4cccc([N+](=O)[O-])c4)C3)c2)cc1)C1CC1 (stereo not given)	20	0	0	6	3	-19	-0.1	-3.7
Nc1nc(N)c2[nH]c(=S)[nH]c2n1	4	-4	.	2	5	-7	0.0	.
CCOC(=O)C1CCN(C(=O)COC(=O)C2CCN(S(=O)(=O)c3ccc4c(c3)OCCO4)CC2)CC1	-4	-1	-12	0	-9	-3	0.1	-2.9
COC(=O)[C@]12C[C@H](CC(=O)N3CCSCC3)C(=O)N(CCC3=CCCCC3)C1=C[C@H](C(C)(C)C)O[C@@H]2C	.	.	.	-5	.	-3	0.3	-0.8
Cc1cc(Nc2ccc(N3CCOCC3)cc2)c2cccc(C)c2n1	.	.	18	2	-3	43	0.2	3.5
Cc1ccc(NC(=O)N2CCC(NC(=O)c3cccc(F)c3)CC2)cc1	-5	-10	-2	1	-15	-8	0.3	1.0
CC(C)(CCC(=S)N1CCOCC1)C1CCCCC1	33	-7	.	0	0	12	-0.2	.

Ordered by count of non-hydrogen atoms (highest first): three of the compounds above
SMILES	esBAF inh	RAD54 branch	INS-1E GSIS act	ERAP1 inh	ARNT TACC3 PPI	RAD52 anneal inh	XiGFP reactiv	CFTR F508del cor
Cc1ccc(NC(=O)N2CCC(NC(=O)c3cccc(F)c3)CC2)cc1	-5	-10	-2	1	-15	-8	0.3	1.0
CC(C)(CCC(=S)N1CCOCC1)C1CCCCC1	33	-7	.	0	0	12	-0.2	.
Nc1nc(N)c2[nH]c(=S)[nH]c2n1	4	-4	.	2	5	-7	0.0	.

Assay outcomes from PubChem.

Random draw from the library; 3.3% or so of the library scored in one or more.
